Bioassay records (PubChem BioAssay)
ER stress rescue = protection against thapsigargin-triggered cell killing – 384-well, CSM14.1, ATP luminescence, primary screen (AID 1222); 190,000 tested, under 10 active; cellular ATP content (survival), % at 20 µM; hits with a dose series show EC50 in µM; CSM14.1 thapsigargin-induced death rescue, ATP luminescence; higher % means a stronger effect;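 active means EC50 below 50 µM in the dose-response confirmation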;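 further: death triggered by thapsigargin at about 15 µM added after 2 h compound pretreatment; cell ATP read after overnight thapsigargin exposure of roughly 18 to 22 hours; normalized against plate controls of thapsigargin alone and 5% DMSO vehicle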
Rac1 GTP hydrolysis = MgcRacGAP GTPase-activating activity inhibitors, confirmation, biochemical, ADP Hunter fluorescence; 340,000 tested, 0.6% active; one-dose inhibition, % at 30 µM; IC50 in µM for titrated hits; AID 624330; MgcRacGAP-stimulated Rac1 GTP hydrolysis, ADP Hunter fluorescence; higher % means a stronger effect; GST-tagged Rac1 F28L mutant substrate;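 active means first-screen hits whose inhibition reached a set limit at any dose in the follow-up dose series; inconclusive means inhibition above the set first-screen limit but never retested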;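 further: fluorescence reports GDP produced by GAP-driven GTP hydrolysis; strong numbers were not always called active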
West Nile virus CPE = inhibition of WNV-induced cytopathic effect – cell-based, CPE readout (AID 1621). West Nile virus-infected cells, CPE inhibition; higher % means a stronger effect. CPE inhibition, % at 10 µM, or IC50 in µM where a hit was titrated. 290,000 tested, 0.02% active; in the data active means a potency from the dose series; inconclusive means CPE inhibition mostly from about 3.7% at the one dose, without a potency; inactive means the rest, 99 in 100 with CPE inhibition below about 2.2%; further: strong numbers were not always called active
Salmonella PhoP GFP = inhibitors of PhoP regulon expression, primary screen, Salmonella Typhimurium, GFP reporter (AID 1863); inhibition, % at 50 µM; hits with a dose series show IC50 in µM; 300,000 tested, 0.16% active; S. Typhimurium PhoP-regulated promoter GFP reporter, 4 h; higher % means a stronger effect;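 active means inhibition over 29.93%, a cutoff 3 SD above the screen mean, later confirmed by dose response; inconclusive means inhibition over 29.93% but no dose response follow-up; inactive means inhibition at most 29.93% or unconfirmed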;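 further: 0% = low Mg2+ inducing control and 100% = high Mg2+ repressing control; strong numbers were not always called active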
GPR35 arrestin U2OS = inhibition of zaprinast-stimulated GPR35 beta-arrestin translocation – imaging, U2OS, beta-arrestin-GFP, zaprinast agonist, primary screen (AID 2058); U2OS GPR35 beta-arrestin-GFP translocation imaging, zaprinast antagonism; higher % means a stronger effect; one-dose inhibition, % at 10 µM; IC50 in µM for titrated hits; 290,000 tested, 0.052% active;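 active means inhibition of at least 50% with at least 30 cells and total cytoplasm GFP at most 10,000,000; inconclusive means under 30 cells or total GFP of 10,000,000 plus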
LYP inhibition = PTPN22 lymphoid phosphatase activity blockers – biochemical, fluorescence intensity, uHTS (AID 1779). recombinant LYP phosphatase, fluorescence intensity; higher % means a stronger effect. inhibition, % at 11.5 µM; hits with a dose series show IC50 in µM. 290,000 tested, 0.054% active; in the data active means inhibition above about 50%;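 further: plate controls were vehicle with enzyme for no effect and no enzyme for full effect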
Dengue-2 NS5 capping = flavivirus cap methylation enzyme inhibition – biochemical, confirmation dose response, primary screen (AID 588689); Dengue-2 NS5 methyltransferase capping enzyme assay, biochemical; higher % means a stronger effect; inhibition, % at 25 µM; hits with a dose series show IC50 in µM; 340,000 tested, 0.3% active; in the data active means a potency from the dose series; inconclusive means inhibition above about 29% without an active follow-up result
SV40 large T antigen = SV40 large T antigen inhibitors, biochemical (AID 1903); 310,000 tested, 0.39% active; SV40 large T antigen ATPase/helicase inhibition assay; higher % means a stronger effect; inhibition, % at 20 µM, or IC50 in µM where a hit was titrated; in the data active means a potency from the dose series; inconclusive means inhibition mostly from about 32% at the one dose, without a potency; inactive means the rest, 99 in 100 with inhibition below about 32%; further: strong numbers were not always called active
RSV CPE inhibition = RSV antiviral activity via CPE protection, HEp-2 cells, primary 10 µM value included (AID 2391); CPE inhibition, % at 10 µM, or IC50 in µM where a hit was titrated; HEp-2 cells, RSV-induced CPE inhibition; higher % means a stronger effect; 310,000 tested, 0.13% active; in the data active means a potency from the dose series; inconclusive means CPE inhibition mostly from about 23% at the one dose, without a potency; inactive means the rest, 99 in 100 with CPE inhibition below about 21%; further: strong numbers were not always called active
Dengue-2 NS5 capping pilot replicate = also measured in Dengue-2 NS5 capping; calls as there; inhibition, %; measured here: pilot screen replicate inhibition
Numbers without * were called inactive; u = inconclusive; x = not tested or not shown.

SMILES | ER stress rescue | Rac1 GTP hydrolysis | West Nile virus CPE | Salmonella PhoP GFP | GPR35 arrestin U2OS | LYP inhibition | Dengue-2 NS5 capping | SV40 large T antigen | RSV CPE inhibition | others
O=C(COC(=O)c1ccc(-c2ccc([N+](=O)[O-])cc2)o1)NC(=O)NC12CC3CC(CC(C3)C1)C2 | -1.5% | 0.8% | -1.2% | 25.7% | -10.0% | 1.0% | -4.4% | -4.4% | 3.6%
CC(C)(C)c1ccc(C(=O)c2c[nH]c(C(=O)NCc3cccs3)c2)cc1 | -0.7% | 0.3% | 0.2% | -10.3% | 8.3% | 2.9% | 2.0% | 0.6% | 1.7%
COc1ccc(CNC(=O)Cn2ncn3cccc3c2=O)cc1 | -2.0% | x | 0.2% | -8.8% | -2.4% | -2.6% | x | 14.6% | 0.6%
CCOC(=O)c1ccc(CNC(=O)C2CCC(=O)N(CCc3ccccc3)C2)o1 (stereo not drawn) | x | 3.5% | -0.4% | 4.2% | 12.2% | -9.7% | -1.0% | 5.7% | 0.5%
NS(=O)(=O)c1ccc2c(c1)oc(=O)c1cc(S(N)(=O)=O)ccc12 | -2.1% | -15.6% | -0.1% | -8.7% | -3.5% | -7.2% | -5.2% | 6.0% | 2.0%
CSc1nc(N(CCO)CCO)c2sc3nc(-c4ccco4)c4c(c3c2n1)CCC4 | x | 26.3% | 0.2% | -0.6% | -1.9% | 12.5% | 7.5% | 35.3% | x
COc1cc(OC)c(NC2c3ccccc3C(=O)N2c2cc(C)ccn2)cc1Cl (stereo not drawn) | -0.8% | 2.9% | 0.0% | -10.1% | 8.8% | -1.5% | -2.8% | 12.8% | 0.9%
CCOC(=O)c1c(NC(C)=O)sc2c(OCCN(CC)CC)c(Br)ccc12 | -3.4% | 17.9% | -2.5% | -9.3% | 10.6% | -7.9% | -4.6% | 9.7% | 5.7%
COC(=O)[C@H](Cc1c[nH]c2ccccc12)NC(=O)CCCc1c[nH]c2ccccc12 | x | x | -0.4% | -3.0% | 10.0% | -5.8% | -6.5% | 10.0% | 2.1%
CCN1CCN(c2ccc(S(=O)(=O)N3CCCCC3)cc2NC(=O)Cc2ccccc2F)CC1 | x | 10.4% | x | -0.8% | x | x | -3.7% | 7.8% | -1.6%
Cc1ccc(S(=O)(=O)N(Cc2ccc(Cl)cc2)c2ccccc2C(=O)O)cc1 | x | x | 0.3% | -0.2% | 6.2% | -1.9% | -3.3% | -0.7% | 0.8%
O=C(c1ccccc1)N1CCCC(c2nc3c(nnn3Cc3ccccc3)c(=O)[nH]2)C1 (stereo not drawn) | -1.7% | 16.6% | 0.1% | 5.3% | -6.2% | -4.7% | -4.8% | 17.6% | 2.4%

The closing 2 entries of the part above open the next one:
SMILES | ER stress rescue | Rac1 GTP hydrolysis | West Nile virus CPE | Salmonella PhoP GFP | GPR35 arrestin U2OS | LYP inhibition | Dengue-2 NS5 capping | SV40 large T antigen | RSV CPE inhibition | others
Cc1ccc(S(=O)(=O)N(Cc2ccc(Cl)cc2)c2ccccc2C(=O)O)cc1 | x | x | 0.3% | -0.2% | 6.2% | -1.9% | -3.3% | -0.7% | 0.8%
O=C(c1ccccc1)N1CCCC(c2nc3c(nnn3Cc3ccccc3)c(=O)[nH]2)C1 (stereo not drawn) | -1.7% | 16.6% | 0.1% | 5.3% | -6.2% | -4.7% | -4.8% | 17.6% | 2.4%
CCc1ccc(NC(=O)C2CCCN(S(=O)(=O)c3ccc4[nH]c(=O)ccc4c3)C2)cc1 (stereo not drawn) | x | 10.5% | 0.1% | -2.6% | -8.3% | -11.3% | -3.6% | -0.3% | 1.5%
COc1ccc(/C=N\NC(=O)CNC(=O)C(c2ccccc2)c2ccccc2)cc1[N+](=O)[O-] | -1.4% | -25.7% | -0.8% | -10.5% | -0.8% | 12.1% | 1.8% | 6.6% | 6.7%
NC(=O)c1nn(-c2ccccc2)nc1NC(=O)Cn1nnc(-c2ccccc2)n1 | -2.2% | 9.2% | -0.7% | 3.0% | 14.0% | -8.1% | 0.7% | 5.4% | 2.5%
O=C1CNC(=O)/C1=C\N1CCN(C(c2ccccc2)c2ccccc2)CC1 | -0.7% | 0.8% | -0.2% | 3.5% | -11.1% | -3.9% | 6.2% | 10.1% | 0.7%
COC(=O)c1ccc(COC(=O)c2ccc(S(=O)(=O)N3CCC(C)CC3)cc2)o1 | -3.4% | 6.0% | 0.3% | 3.6% | -4.3% | -3.7% | -5.5% | -0.9% | 1.7%
Cc1n[nH]c(C)c1Cc1c(F)cccc1Cl | x | 12.6% | 0.1% | 2.3% | 8.7% | -5.4% | -0.8% | 9.6% | 2.2%
C/C(=N/NC(=O)CN1CCN(S(=O)(=O)c2ccc(Br)cc2)CC1)c1cccnc1 | -1.8% | 1.1% | x | 8.4% | 5.3% | -2.9% | -1.4% | 7.3% | 0.0%
CCOc1cc(C2NN=C(c3ccc(C)cc3)S2)ccc1O (stereo not drawn) | -6.3% | 112µM* | -0.6% | 25.3% | -21.4% | -3.1% | 3.8% | -36.1% | 0.3%
CC(=O)NS(=O)(=O)c1ccc(NS(=O)(=O)c2ccc(F)cc2)cc1 | 2.4% | -2.3% | -0.1% | 4.5% | 18.1% | -9.3% | -2.8% | 8.9% | 0.9%
COc1ccc(NC(=O)c2ccc(S(=O)(=O)N(C)c3ccccc3)cc2)cn1 | x | 4.5% | -0.2% | -5.3% | 13.5% | -8.3% | -2.3% | 12.7% | -0.5%
Cc1nnc(NC(=O)CSc2ccc(-c3ccco3)nn2)s1 | 5.5% | 23.7% | -0.3% | 1.9% | -11.3% | -2.3% | 3.8% | 10.9% | 1.2%
CCCCOc1ccc(Cc2c(COCC)[nH]c(=S)[nH]c2=O)cc1 | 0.2% | 0.4% | -0.6% | -3.6% | -15.0% | 6.1% | -4.2% | 20.2% | -0.4%
CCOc1cc(C(N)=O)cc(Br)c1OCC | -0.6% | 12.4% | 0.3% | 11.4% | 9.4% | -6.2% | -11.2% | 3.0% | 3.8%
O=C(N/N=C\c1ccncc1)c1ccc(Br)s1 | x | 3.1% | -0.3% | 1.7% | -15.1% | -7.7% | 2.2% | 7.0% | 1.0%
Cc1ccc(OCC(=O)NCc2cccs2)cc1 | -0.7% | 9.1% | 0.4% | 8.2% | -0.7% | -0.2% | -3.1% | 3.0% | -0.2% | Dengue-2 NS5 capping pilot replicate=-5.5
CCOC(=O)C1=C(COC(=O)CNS(=O)(=O)c2ccc(C)cc2)NC(=O)NC1C (stereo not drawn) | x | 5.4% | -0.3% | -3.6% | -6.1% | -10.2% | 0.0% | 7.3% | 0.6%
CN1CCC(=NNC(=O)C(=O)Nc2ccc(F)cc2)CC1 | 1.7% | 1.9% | 0.1% | 1.5% | -5.4% | -1.7% | -1.7% | 17.3% | 1.4%
O=C(NCCn1c(C(F)(F)F)nc2cc(C(F)(F)F)ccc21)[C@H]1CCCN1c1nc(CN2CCCCC2)cs1 | x | 7.1% | -0.9% | -2.2% | -0.4% | -12.7% | -4.8% | 6.2% | -1.0%
CN1CCCN(C(=O)/C=C/c2ccc(Cl)cc2Cl)CC1 | -1.1% | 6.1% | -0.3% | -7.9% | 9.3% | -7.2% | -7.8% | 4.1% | -3.1%
Cc1cc(NC(=O)C(C)C)ncc1NC(=O)c1cccc(F)c1 | -1.8% | 4.8% | -0.3% | -3.2% | 13.4% | 1.0% | -1.2% | -1.6% | 2.2%
Cc1ccc(NC2CCCN(C(=O)c3ccc(C)c(N4CCNC4=O)c3)C2)cc1C (stereo not drawn) | x | 15.1% | -0.1% | -1.3% | 12.3% | -3.7% | 0.7% | 12.3% | 1.3%
CCOC(=O)c1cnc(SCCN2CCOCC2)nc1N | -0.9% | 4.3% | 0.5% | -10.3% | 2.7% | -3.0% | 2.9% | 12.5% | -1.4%
O=C(NCCCN1CCCC1=O)c1ccc2c(=O)n(-c3ccccc3F)c(=S)[nH]c2c1 | -0.6% | 9.9% | 1.2% | -3.6% | 18.5% | 3.3% | 1.5% | 19.7% | -1.0%
CCN1CCN(C(=O)C2CCN(S(=O)(=O)c3ccc(Br)cc3)CC2)CC1 | x | 4.3% | -0.9% | 1.5% | -0.9% | -4.8% | -1.3% | 12.2% | -0.6%
Cc1cc(Cl)n2nc(C)c(-c3ccc(Cl)cc3)c2n1 | -6.5% | 10.4% | 0.0% | -9.4% | 28.0% | 3.1% | 3.0% | 8.9% | 53.9%
C/C(=N\NC(=O)c1ccoc1C)c1cccnc1 | -1.4% | 6.2% | -0.3% | 2.5% | -3.6% | 2.8% | -9.0% | 4.0% | 0.6%
C=C1CC2C(CCC3(C)C2CCC3(O)C(C)=O)C2(C)CCC(=O)C=C12 (stereo not drawn) | x | 6.5% | 0.9% | -3.9% | -4.1% | -6.5% | 0.6% | 7.8% | 1.3%
CN(CCO)c1ncnc2nc[nH]c12 | -0.3% | 12.7% | 0.4% | -3.1% | -9.4% | -1.0% | -2.8% | -0.5% | 1.7%
O=C(CCS(=O)(=O)c1ccc(F)cc1)N1CCOCC1 | x | 4.6% | 0.3% | 2.9% | -4.7% | -5.8% | -3.2% | -0.6% | 1.3%
O=C1/C(=C\c2ccccc2)CCc2c1[nH]c1ccccc21 | 0.3% | -2.8% | 0.7% | 3.0% | 4.0% | -0.3% | -0.7% | 6.2% | -0.9% | Dengue-2 NS5 capping pilot replicate=-3.0
COC(=O)[C@@H](NC(=O)N1CCC(Cc2ccccc2)CC1)C(C)C | x | 5.7% | -0.6% | 0.8% | -6.3% | -9.3% | 0.7% | 18.9% | 0.4%
Cn1c(Cn2cnc([N+](=O)[O-])n2)nnc1SCC(=O)Nc1ccc(Br)cc1 | 1.6% | 6.6% | -0.7% | -4.7% | -7.4% | -0.7% | -7.6% | 6.4% | -0.3%
COc1ccc(OCCCC(=O)NNC(=O)c2ccncc2)cc1 | x | 3.8% | x | 7.1% | x | x | -2.2% | 24.9% | 0.1%
CCS(=O)(=O)C1=NN2C(=N)/C(=C\c3ccc(OCCOc4cccc(OC)c4)c(OC)c3)C(=O)N=C2S1 | x | x | -0.3% | 5.2% | 13.0% | 5.2% | 11.8% | 21.9% | u
Cc1ccc(-c2cc(-c3ccccc3)c(C#N)c(N)n2)o1 | -3.5% | 7.0% | -0.1% | -0.5% | -2.5% | 0.8% | 22.1% | 11.6% | 5.5%
CC(C)(CC(=O)O)Cc1nc(-c2ccc(Cl)cc2)no1 | -0.8% | 5.7% | 0.3% | -3.0% | -14.8% | 1.9% | -1.4% | 11.9% | 3.6%
NC(=NCCc1ccccc1)NS(=O)(=O)c1ccccc1 | 3.0% | -3.0% | 0.2% | 0.1% | 17.7% | -3.3% | -2.2% | 4.9% | -0.2%
